# Screening data (PubChem BioAssay)
# ASAP1 GAP inh: inhibitors of human ASAP1 ArfGAP activity, primary screen, biochemical, fluorescence polarization; Arf-GAP with SH3 domain, ANK repeat and PH domain-containing protein 1 (Homo sapiens), …; ASAP1-stimulated ARF1 GTP hydrolysis, GDP FP detection; inhibition, % at 16.5 µM; hit rate 0.19% among 360,000; AID 624377, 2012; in the data active = inhibition above about 25%;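 note: 0% = vehicle with enzyme and substrate and 100% = no enzyme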
# Target sequence (Q9ULH1 325-724 limits assumed): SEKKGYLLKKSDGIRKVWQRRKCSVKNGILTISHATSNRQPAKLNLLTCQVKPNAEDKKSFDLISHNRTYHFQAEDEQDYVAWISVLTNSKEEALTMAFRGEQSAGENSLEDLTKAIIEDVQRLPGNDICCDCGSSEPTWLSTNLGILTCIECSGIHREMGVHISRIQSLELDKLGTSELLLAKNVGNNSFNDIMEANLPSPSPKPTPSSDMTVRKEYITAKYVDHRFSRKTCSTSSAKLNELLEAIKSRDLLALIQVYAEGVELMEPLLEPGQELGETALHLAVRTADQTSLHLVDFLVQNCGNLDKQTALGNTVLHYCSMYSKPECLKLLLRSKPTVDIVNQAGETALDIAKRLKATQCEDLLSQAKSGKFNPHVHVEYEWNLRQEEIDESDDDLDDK
# NPR2 activator: human GC-B receptor activators, primary screen, HEK293 GC-B cells, cGMP TR-FRET, EC30 CNP; 0% at EC30 CNP, 100% saturating CNP; hit rate 0.11% among 370,000; Atrial natriuretic peptide receptor 2 (Homo sapiens), P20594; activation, % at 10 µM; AID 1920062, 2024;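 active = activation at 10 µM reaching about 35% in either raw or pattern-adjusted values, limit read from the data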
# GAA850 FXN act: FXN promoter activators, primary screen, cell-based, luciferase luminescence, HEK293 lucGAA850; HEK293 lucGAA850 FXN promoter luciferase reporter, 24 h; percent of 10 µM SAHA response; activation, % at 6 µM; hit rate 0.56% among 360,000; AID 540364, 2011;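 active = activation above the average of all compounds screened plus 3 SD, cutoff fixed separately per campaign, cut at about 7.5% in these data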;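 note: 0% = DMSO wells and 100% = 10 µM SAHA wells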
# ARFGAP1 inhibitor: inhibitors of rat ARFGAP1 GAP activity, primary screen, biochemical, fluorescence polarization, GDP tracer; inhibition, % at 16.5 µM; hit rate 0.26% among 360,000; Arfgap1-stimulated ARF1 GTP hydrolysis, GDP FP detection; ADP-ribosylation factor GTPase-activating protein 1 (Rattus norvegicus), Q62848;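 active = inhibition above a per-plate limit, mean inhibition of low control wells plus 3 SD, cut at about 25% in these data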;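 note: 0% = DMSO wells with enzyme and 100% = wells lacking Arfgap1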
# Target sequence (Q62848 1-136 limits assumed): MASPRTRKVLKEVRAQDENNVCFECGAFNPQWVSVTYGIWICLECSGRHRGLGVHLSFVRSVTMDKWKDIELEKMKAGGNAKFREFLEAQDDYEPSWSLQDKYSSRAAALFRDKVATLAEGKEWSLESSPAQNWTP
#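 Assay system: purified rat His6-Arfgap1 residues 1-136 (GAP domain); Reagent: human Δ17 ARF1 bound to GTP; Dosing: 16.5 µM single point, 1.26% DMSO; Times: GTP hydrolysis reaction 2 h at 25 °C; Signal: FP, GDP Alexa 633 tracer displaced from anti-GDP antibody, 620/688 nm; Measure: % inhibition from polarization.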
# GC-A act: GC-A stimulated cGMP production enhancers – HEK293 GC-A cells, cGMP TR-FRET, EC30 ANP, primary screen. Atrial natriuretic peptide receptor 1 (Homo sapiens), P16066. 0% at EC30 ANP, 100% saturating ANP. activation, % at 10 µM. hit rate 0.14% among 370,000; in the data active = activation above about 40%
# rCAG RNA binder: binders of r(CAG) RNA repeats, primary screen, biochemical, fluorescence | inhibition, % at 3 µM | r(CAG) RNA repeat, TO-PRO-1 dye displacement fluorescence | hit rate 1.3% among 370,000;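 active = inhibition above the plate cutoff, the mean of all test compounds on that plate plus 3 SD, cut at about 35% in these data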;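 note: 0% = DMSO alone and 100% = 100 µM mitoxantrone as full dye displacement; higher means more dye released from RNA so lower well fluorescence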
# DDE Tn6 FP inh: inhibitors of Tn6 peptide binding to fibrin DD(E), primary screen, biochemical, fluorescence polarization, human fibrin, Tn6 probe; Fibrinogen beta chain (Homo sapiens), P02675; Fibrin DD(E) TRITC-Tn6 fluorescence polarization displacement; inhibition, % at 8.3 µM; hit rate 0.21% among 370,000;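 active = inhibition above a per-campaign cutoff: mean of compounds within control limits plus 3 SD, cut at about 15% in these data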;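 note: 0% = median of all compound wells on the plate and 100% = blocking peptide control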
# Target sequence (P02675 whole entry, looked up): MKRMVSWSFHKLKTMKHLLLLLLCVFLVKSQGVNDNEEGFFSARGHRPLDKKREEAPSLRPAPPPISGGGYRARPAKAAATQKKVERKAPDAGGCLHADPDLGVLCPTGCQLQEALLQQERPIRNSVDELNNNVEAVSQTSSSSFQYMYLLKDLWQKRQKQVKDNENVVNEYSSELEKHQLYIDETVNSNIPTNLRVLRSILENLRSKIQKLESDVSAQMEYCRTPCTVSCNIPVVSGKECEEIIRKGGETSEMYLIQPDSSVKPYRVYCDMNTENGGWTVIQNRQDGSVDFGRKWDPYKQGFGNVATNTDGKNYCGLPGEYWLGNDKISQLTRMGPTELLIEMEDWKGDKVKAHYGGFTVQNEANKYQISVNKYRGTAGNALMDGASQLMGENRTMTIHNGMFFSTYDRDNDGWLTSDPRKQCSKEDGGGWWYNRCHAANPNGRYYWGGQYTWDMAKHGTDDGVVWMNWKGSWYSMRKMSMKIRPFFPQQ
# proKLK7 act: proKLK7 zymogen activators, primary screen, biochemical, fluorescence intensity; Kallikrein-7 (Homo sapiens), P49862; activation, % at 7 µM; AID 652039, 2013; hit rate 0.9% among 370,000; purified proKLK7, EDANS-DABCYL substrate fluorescence; 100% is mature enzyme control, 0% vehicle;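 active = activation above the mean of all tested compounds plus 3 SD, computed per campaign excluding outliers beyond control limits, cut at about 13% in these data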
# HGIII-sPLA2 inh: human group III sPLA2 inhibitors, primary screen, biochemical, QFRET, BODIPY PC-A2 liposome substrate; Group 3 secretory phospholipase A2 (Homo sapiens), Q9NZ20; QFRET BODIPY PC-A2 liposome hydrolysis, fluorescence; inhibition, % at 12.2 µM; hit rate 0.56% among 370,000; AID 743126, 2013;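 active = inhibition above mean plus 3 SD of compounds lying within the high and low control bounds, cut at about 19% in these data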;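 note: 0% = median of test compound wells and 100% = no enzyme DMSO wells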
# ADAM10 inh: human ADAM10 inhibitors, primary screen, biochemical, QFRET, HTS | inhibition, % at 7 µM | AID 720582, 2013 | recombinant ADAM10, EDANS/DABCYL FRET peptide cleavage, 3 h | hit rate 0.62% among 370,000;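 active = inhibition above a per-campaign cutoff equal to the mean of compounds falling between control-based bounds plus 3 SD, cut at about 20% in these data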;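 note: 0% = DMSO wells while the 100% control is not disclosed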
# Starred values were filed as active, the others as inactive; i = inactive; nt = no result given.
SMILES,ASAP1 GAP inh,NPR2 activator,GAA850 FXN act,ARFGAP1 inhibitor,GC-A act,rCAG RNA binder,DDE Tn6 FP inh,proKLK7 act,HGIII-sPLA2 inh,ADAM10 inh
CC(C)c1ccc(NC(=O)C(c2ccc3c(c2)OCO3)N2CCC3(CC2)OCCO3)cc1 (stereo not given),11,3,-1.0,4,4,1,-11,-0.3,-14,19
CCN(CC)CCCC(C)Nc1nccc2c(Cl)cccc12 (stereo not given),-2,-3,0.0,8,-2,0,-8,2.4,-8,-268
Cc1ccc(N2CCN(C(=O)c3ccccc3F)CC2)c(C)c1,1,8,1.5,-16,-3,-1,3,0.3,7,1
Clc1ccc(C=Cc2ccccn2)cc1,3,-3,3.9,-1,6,1,4,-0.1,-2,-9
CC(=O)c1ccc(N2C(=O)[C@@H]3[C@H](C2=O)[C@H]2c4ccccc4C=NN2[C@@H]3C(C)=O)cc1,-6,-3,0.1,5,-7,2,8,1.1,-12,-13
COc1ccc(-c2nn(CCC(=O)O)cc2/C=N/NC(N)=S)cc1,-7,-5,-0.3,14,-5,-1,3,0.2,6,-9
Cc1cc(C)cc(N2C(=O)c3nccnc3C2=O)c1,14,4,-2.8,5,-1,-1,-3,-0.6,-2,-5
Cc1cccc(C)c1NCC(=O)N1CCN(Cc2ccccc2)CC1,14,5,0.5,5,3,-3,-4,0.6,-3,2
COC(=O)c1nnn(-c2nonc2N)c1CSCCO,-1,4,0.7,-3,1,-3,-1,0.9,3,6
O=S(=O)(c1ccccc1)n1nc(-c2ccccc2)nc1NCc1ccco1,1,-6,1.7,-9,-4,4,-2,0.1,-14,17
COc1ccc(S(=O)(=O)NN=C2CCCC2)cc1,4,4,-2.2,4,2,1,-1,-0.5,-2,-3
COc1ccc(CN2CCC(Oc3ccc(C(=O)N4CCCC4)cc3)CC2)c(F)c1,-12,4,2.5,0,3,-13,-3,-0.7,-2,-11
COc1ccc(C(=O)Nc2ccccc2C(=O)NC(C(=O)NCc2ccco2)C(C)C)cc1 (stereo not given),-1,-7,1.0,8,-3,1,3,0.1,0,9
COc1cccc(NC(=S)NCc2ccc(F)cc2)c1,1,4,3.1,-8,-1,0,4,0.4,4,-3
COc1cc2c(cc1OC)C(Cc1ccc(O)cc1)N(C)CC2 (stereo not given),0,-4,1.8,-12,1,-2,-1,17*,2,-47
C/C(Cl)=C\Cn1c(N2CCCC2)nc2c1c(=O)[nH]c(=O)n2C,-11,-2,0.0,-7,5,2,7,0.6,6,5
CCOC(=O)CN(C#N)c1nc(C)cc(C)n1,-6,3,1.5,1,-8,1,-4,1.0,1,1
CC(=O)Nc1cccc(-c2cc(NC(C)=O)c3ncc(-c4ccc(F)cc4)n3c2)c1,14,8,-7.6,-2,1,6,-8,-2.2,-12,-146
COc1cc2nc(CN3CCOCC3)n(CC(=O)NCC(F)(F)F)c(=O)c2cc1OC,-11,0,1.6,5,0,0,3,-0.3,2,-4
COCCN(C(=O)c1cccc(-n2cnnn2)c1)c1c(N)n(CC(C)C)c(=O)[nH]c1=O,7,0,-0.4,-8,1,-2,2,0.8,3,-6
CCc1nnc(NC(=O)[C@@H]2CCCN2S(=O)(=O)c2ccc3c(c2)OCCO3)s1,4,4,-1.1,-3,4,-1,-3,-0.2,-4,-2
COc1ccc(C(=O)[C@@H]2CC[C@](C)(C(=O)O)C2(C)C)cc1,1,-1,-0.6,-3,2,2,2,-0.1,4,2
O=c1[nH]c(C2CCN(S(=O)(=O)c3cccc(C(F)(F)F)c3)CC2)nc2c1nnn2Cc1cccc(F)c1,11,0,-0.1,-2,-4,4,-2,0.5,-15,1
CCNC(=S)NN=C1CCC(C(C)(C)C)CC1 (stereo not given),-7,4,1.5,-9,2,-4,-8,-0.2,8,-7
CC(=O)Nc1ccccc1OC(C)C(=O)NC(C)c1ccc(F)cc1 (stereo not given),2,-1,0.8,15,-4,0,6,0.0,2,2
C[C@@H](C(=O)Nc1nccs1)N1C(=O)C2CC=CCC2C1=O (stereo not given in full),2,-2,0.9,7,-2,4,-1,-0.7,1,5
COc1ccc(CCN(C)C2CCCN(S(C)(=O)=O)C2)cc1OC (stereo not given),2,3,2.9,11,4,-4,4,-0.2,6,5
C[C@H](CO)N1C[C@H](C)[C@@H](CN(C)S(C)(=O)=O)OCc2cn(nn2)CCCC1=O,-11,2,nt,0,4,1,1,-0.1,2,-6
Cc1cccn2c(CN[C@@H]3CCCC[C@H]3c3ccccc3)c(C(=O)N3CCOCC3)nc12,-18,1,1.9,-2,-3,-1,1,0.2,-2,0
FC(F)(F)c1cccc(-c2ccn3ncnc3n2)c1,3,2,-0.7,10,-1,0,3,-0.1,4,-24
Clc1cccc(-c2nc3ccc(Cl)cn3c2Cc2ccccc2)c1,14,-8,nt,6,-4,28,6,-0.7,-16,-9
O=C(c1cccc(-n2cccc2)c1)N1CCN(S(=O)(=O)c2ccc(F)cc2)CC1,3,5,0.7,-6,-10,4,-6,0.5,-15,-9
Cc1cc(COc2ccccc2)oc1C(=O)O,-11,-5,2.9,2,2,2,-2,0.1,-4,7
COC(=O)C1=C(C)N=C2SC(C#N)=C(N)N2C1c1ccc(OC)cc1 (stereo not given),0,0,0.4,5,0,3,-1,0.2,-16,-2
CC(=O)c1ccccc1OCCn1nc(C(=O)O)c2ccccc2c1=O,-8,2,0.9,4,1,-1,-4,0.4,1,4
Fc1ccc(NC(=S)N2CCN(c3cccc(C(F)(F)F)c3)CC2)cc1,-5,-2,-1.6,18,1,0,3,-0.6,16,-2
Nc1c(S(=O)(=O)c2cccs2)c2nc3ccccc3nc2n1CCc1ccccc1,-12,-14,nt,-3,-10,15,-12,-36,-39,i
CCCCOCC1CN(CCCC)S(=O)(=O)c2c(cccc2N(C)S(=O)(=O)c2ccc(C)cc2)O1 (stereo not given),-1,2,nt,0,-4,5,-12,1.1,-2,6
CCCNC(=O)[C@@H]1CCCN1C(=O)[C@@H]1Cc2ccccc2CN1,2,2,1.4,-1,4,2,6,-0.9,3,-8
O=[N+]([O-])c1ncc(Br)cc1Nc1ccccc1,5,3,2.2,-2,6,-2,1,0.4,16,-9

# Four of these compounds in another layout:
CC(=O)c1ccccc1OCCn1nc(C(=O)O)c2ccccc2c1=O
  ASAP1 GAP inh: -8 | NPR2 activator: 2 | GAA850 FXN act: 0.9 | ARFGAP1 inhibitor: 4 | GC-A act: 1 | rCAG RNA binder: -1 | DDE Tn6 FP inh: -4 | proKLK7 act: 0.4 | HGIII-sPLA2 inh: 1 | ADAM10 inh: 4

Fc1ccc(NC(=S)N2CCN(c3cccc(C(F)(F)F)c3)CC2)cc1
  ASAP1 GAP inh: -5 | NPR2 activator: -2 | GAA850 FXN act: -1.6 | ARFGAP1 inhibitor: 18 | GC-A act: 1 | rCAG RNA binder: 0 | DDE Tn6 FP inh: 3 | proKLK7 act: -0.6 | HGIII-sPLA2 inh: 16 | ADAM10 inh: -2

Nc1c(S(=O)(=O)c2cccs2)c2nc3ccccc3nc2n1CCc1ccccc1
  ASAP1 GAP inh: -12 | NPR2 activator: -14 | GAA850 FXN act: nt | ARFGAP1 inhibitor: -3 | GC-A act: -10 | rCAG RNA binder: 15 | DDE Tn6 FP inh: -12 | proKLK7 act: -36 | HGIII-sPLA2 inh: -39 | ADAM10 inh: i

CCCCOCC1CN(CCCC)S(=O)(=O)c2c(cccc2N(C)S(=O)(=O)c2ccc(C)cc2)O1 (stereo not given)
  ASAP1 GAP inh: -1 | NPR2 activator: 2 | GAA850 FXN act: nt | ARFGAP1 inhibitor: 0 | GC-A act: -4 | rCAG RNA binder: 5 | DDE Tn6 FP inh: -12 | proKLK7 act: 1.1 | HGIII-sPLA2 inh: -2 | ADAM10 inh: 6

# Record cards (already shown). Values in the order: ASAP1 GAP inh	NPR2 activator	GAA850 FXN act	ARFGAP1 inhibitor	GC-A act	rCAG RNA binder	DDE Tn6 FP inh	proKLK7 act	HGIII-sPLA2 inh	ADAM10 inh
# `O=[N+]([O-])c1ncc(Br)cc1Nc1ccccc1` is listed as 5	3	2.2	-2	6	-2	1	0.4	16	-9
# `CC(=O)c1ccccc1OCCn1nc(C(=O)O)c2ccccc2c1=O` is listed as -8	2	0.9	4	1	-1	-4	0.4	1	4
# `Nc1c(S(=O)(=O)c2cccs2)c2nc3ccccc3nc2n1CCc1ccccc1` is listed as -12	-14	nt	-3	-10	15	-12	-36	-39	i
# `COC(=O)C1=C(C)N=C2SC(C#N)=C(N)N2C1c1ccc(OC)cc1` (stereo not given) is listed as 0	0	0.4	5	0	3	-1	0.2	-16	-2
# `Cc1cc(COc2ccccc2)oc1C(=O)O` is listed as -11	-5	2.9	2	2	2	-2	0.1	-4	7

# (further entries)
SMILES,ASAP1 GAP inh,NPR2 activator,GAA850 FXN act,ARFGAP1 inhibitor,GC-A act,rCAG RNA binder,DDE Tn6 FP inh,proKLK7 act,HGIII-sPLA2 inh,ADAM10 inh
CC(C)[C@H](NS(=O)(=O)c1cccc(C(F)(F)F)c1)C(=O)OCC(N)=O,8,-3,0.4,4,0,-5,7,0.4,1,4
Cc1ccc(S(=O)(=O)N(CC(O)CN2CCCCC2)c2cccc([N+](=O)[O-])c2)cc1 (stereo not given),4,5,0.9,6,-1,0,-2,0.9,-3,-7
O=C(CCC1CCCC1)Nc1ccc([N+](=O)[O-])cn1,-4,-5,4.5,-5,6,4,-6,0.1,2,6
CC(C)CCNC(=O)CN(C)S(=O)(=O)c1cccc2nsnc12,-3,3,0.2,9,-4,-2,2,-0.2,4,0
